Compound activity deposited in PubChem by National Center for Advancing Translational Sciences (NCATS).
RGS4 inh – blocks human RGS4-accelerated GTP hydrolysis | AID 504845 | Transcreener GDP fluorescence polarization, RGS4-accelerated GTP hydrolysis | Potency, µM (series often up to 114 µM), inactives show top-dose activity change, negative = inhibition, actives largely listed as inhibitors | hit rate 0.039% among 390,000 | P49798; further: potency means the concentration at half of the fitted maximal effect; on the % scale 0 is the no-effect control and ±100 the full control effect; nearly all actives have a fitted effect of over 75% in size; some results filed as inactive show a strong effect at the top dose
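MLSMR compounds (23 nl, pin-transferred) preincubated 10 min at room temperature with a 500nM (2x) first reagent, then RGS4 at 900nM (2x) plus Transcreener GDP mix added; fluorescence polarization (620/688 nm) read before and after 90 min at 30 °C.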
ERG-DNA inh – ERG Ets/DNA interaction inhibition; fluorescence polarization, His-ERG Ets domain / labelled DNA; Potency, µM (highest dose often 76.9 µM), for the others: at the top dose FP activity, negative = inhibition, usual class: inhibitors; hit rate 0.028% among 370,000; active means well fitted inhibition curve with a large enough effect in the polarisation, with a control signal flat; inconclusive means small, poorly fitted or top-dose-only effect, or effect the other way, or a change in a side signal; inactive means no such curve, though single readings can be large or run the other way; the % refers to the polarisation;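 further: polarization taken with two DNA probes labelled with fluorescein and Texas red; potency means the concentration at half of the fitted maximal effect; % of control where 0% means no effect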
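His-tagged ERG Ets domain (1 uM in the protein solution; 300mM KCl, 50mM Tris-HCl, 1mM EDTA, 1mM DTT, pH 7.5) received compound, then a probe mix of 5 nM fluorescein-DNA and 100nM Texas-615-DNA. Fluorescence polarization was read for both dyes.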
ALOX12 inh – ALOX12 (human) lipoxygenase inhibition | purified 12hLO, xylenol orange hydroperoxide absorbance | Potency, µM (series often up to 108 µM), for inactives: top-dose activity change, negative = inhibition, hits mostly inhibitors | hit rate 1.1% among 580,000; further: potency means the concentration at half of the fitted maximal effect; on the % scale 0 is the no-effect control and ±100 the full control effect
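Purified human 12hLO at 150 nM in 25 mM Hepes, 0.01% Triton X-100, pH 7.0, preincubated 15 min at room temperature with compound. Reaction started with 40 uM arachidonic acid, 30 min at room temperature. Hydroperoxide measured by Fe-xylenol orange, 573/405 nm absorbance ratio.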
PI4K2A block – PI4K2A (human) kinase inhibition | Q9BTU6 | purified PI4K2A, ADP-Glo luminescence, 1 h; stronger effect = lower value | AID 1346378 | activity change, negative = inhibition, % at 76.9 µM | hit rate 0.13% among 420,000; in the data active means activity change below about -50%; inconclusive means mostly about -30% to -49%;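 further: -100% = wells without enzyme as full effect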
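PI4K2A activity was measured by ADP-Glo luminescence: enzyme (4 ug/mL stock) and phosphatidylinositol (1.2 mM stock) in Tris pH 7.5/MgCl2/EGTA/Triton X-100 buffer were reacted with ATP (300 microM stock) for one hour at ambient temperature.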
GLS inhibitor – glutaminase GLS (human) inhibition; AID 624170; O94925; GLS enzymatic activity, qHTS titration; Potency, µM (top dose mostly 45.5 µM), for the others: at the highest dose activity change, negative = inhibition, most hits filed as inhibitors; hit rate 0.21% among 410,000; further: potency means the concentration at half of the fitted maximal effect; on the % scale 0 is the no-effect control and ±100 the full control effect
Target sequence (O94925 whole entry, looked up): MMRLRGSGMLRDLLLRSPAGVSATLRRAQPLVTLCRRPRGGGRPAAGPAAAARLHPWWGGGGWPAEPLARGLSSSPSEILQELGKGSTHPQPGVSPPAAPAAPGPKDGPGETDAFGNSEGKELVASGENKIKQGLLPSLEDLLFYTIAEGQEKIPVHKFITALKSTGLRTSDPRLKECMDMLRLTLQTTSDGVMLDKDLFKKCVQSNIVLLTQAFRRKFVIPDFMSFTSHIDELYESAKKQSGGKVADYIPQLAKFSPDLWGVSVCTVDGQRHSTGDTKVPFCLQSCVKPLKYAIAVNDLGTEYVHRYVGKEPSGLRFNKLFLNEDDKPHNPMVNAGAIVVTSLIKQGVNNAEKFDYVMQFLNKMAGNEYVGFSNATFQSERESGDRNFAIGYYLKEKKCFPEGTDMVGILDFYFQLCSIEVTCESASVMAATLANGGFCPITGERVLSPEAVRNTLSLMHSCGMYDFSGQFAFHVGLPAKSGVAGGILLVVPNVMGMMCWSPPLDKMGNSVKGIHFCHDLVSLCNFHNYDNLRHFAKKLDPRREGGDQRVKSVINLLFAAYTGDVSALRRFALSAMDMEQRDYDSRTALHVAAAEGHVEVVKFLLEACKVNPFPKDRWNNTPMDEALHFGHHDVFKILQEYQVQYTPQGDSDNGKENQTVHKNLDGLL
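Human kidney-isoform GLS in 45 mM KH2PO4 pH 8.2, 0.02% Tween-20, with compound, started with 1mM L-Glutamine (added stock). Glutamate oxidase/HRP/Amplex red coupled fluorescence read at start and after 30 min at RT.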
BAZ2B block – BAZ2B (human) inhibition | Q9UIF8 | AlphaScreen BAZ2B-H3K14Ac peptide displacement | Potency, µM (series often up to 114 µM), for inactives: top-dose activity change, negative = inhibition, most hits filed as inhibitors | hit rate 4.4% among 360,000; further: potency means the concentration at half of the fitted maximal effect; on the % scale 0 is the no-effect control and ±100 the full control effect; nearly all actives have a fitted effect of over 60% in size
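Protein-peptide AlphaScreen: BAZ2B 50 nM, b-H3K14Ac 50 nM, 1x PBS pH 7.4 + 0.01% Tween-20. Preincubation 30 min RT; cpd 30 min RT (top 110 uM); beads 20 min RT, light-protected.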
G9a block – blocks human histone lysine methyltransferase G9a | Q96KQ7 | G9a H3K9 monomethylation, AlphaScreen, 2 h | Potency, µM (titrated, usually from 102 µM), for the others: at the top dose activity, negative = inhibition, usual class: inhibitors | hit rate 8.8% among 350,000 | AID 504332; further: potency means the concentration at half of the fitted maximal effect; on the % scale 0 is the no-effect control and ±100 the full control effect; nearly all actives have a fitted effect of over 75% in size
Target sequence (Q96KQ7 913-1193 limits assumed): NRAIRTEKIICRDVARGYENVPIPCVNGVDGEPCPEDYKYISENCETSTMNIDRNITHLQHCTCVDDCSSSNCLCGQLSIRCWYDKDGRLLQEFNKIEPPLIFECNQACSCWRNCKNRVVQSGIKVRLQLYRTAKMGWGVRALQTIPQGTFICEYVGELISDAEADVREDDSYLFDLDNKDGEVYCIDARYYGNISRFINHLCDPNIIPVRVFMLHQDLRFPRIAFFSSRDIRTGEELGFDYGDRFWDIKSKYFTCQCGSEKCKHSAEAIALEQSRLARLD
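Compounds were preincubated with 20 nM G9a for 15 min, after which biotinylated H3K9 peptide (500 nM) and SAM (20 uM) started a 2 h room-temperature reaction. Monomethylated product was quantified by antibody-based AlphaScreen chemiluminescence.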
JMJD2A Tudor – blocks the human JMJD2A Tudor domain. Potency, µM (titrated, usually from 114 µM), inactives show at the top dose activity change, negative = inhibition, actives largely listed as inhibitors. hit rate 4.4% among 390,000. AID 504339. O75164. AlphaScreen JMJD2A-Tudor / H3K4me3 peptide binding; further: potency means the concentration at half of the fitted maximal effect; on the % scale 0 is the no-effect control and ±100 the full control effect; nearly all actives have a fitted effect of over 50% in size
HP1b binding inh – blocks HP1-beta chromodomain binding to methylated histone tails | P83916 | AlphaScreen HP1-beta / biotin-H3K9me3 peptide binding | Potency, µM (series often up to 114 µM), for inactives: at the top dose activity change, negative = inhibition, most hits filed as inhibitors | hit rate 0.56% among 390,000; further: potency means the concentration at half of the fitted maximal effect; nearly all actives have a fitted effect of over 70% in size; inactives centre near 23
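AlphaScreen: HP1-beta (50 nM) preformed 30 min with biotin-H3(1-18)K9me3 peptide (50 nM) in PBS pH 7.4, 0.01% Tween-20. Compound added for 30 min at RT, then streptavidin donor/nickel chelate acceptor beads (10 ug/mL) for 30 min.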
Numbers without * were called inactive; i = inactive; u = inconclusive; x = no result given; [ ] = another dose, or the depositor's remark. Unless noted, the call rests on the fitted dose curve; in most records, active means well fitted curve in the direction sought with a large enough effect; inconclusive means small, poorly fitted or top-dose-only effect, or another doubt; inactive means no such curve, though single readings can be large; an effect the other way counts as inactive or inconclusive.

SMILES	RGS4 inh	ERG-DNA inh	ALOX12 inh	PI4K2A block	GLS inhibitor	BAZ2B block	G9a block	JMJD2A Tudor	HP1b binding inh
COC(=O)CSc1ccc2c(N)c(C(=O)OC)sc2c1	-13%	4%	-9%	0	11%	4%	22%[59 µM]	-9%	41%
C/C(=N\NC(=O)Cc1ccccc1)c1cccnc1	27%	6%	-7%	0	3%	-13%	1%[0.501 µM]	-7%	37%
COc1ccc(S(=O)(=O)NCc2ccccn2)c(Cl)c1Cl	13%	13%	u	-6	4%	1%	29%[12.7 µM]	u	18%
CCCCn1c(C)cc(C)c(S(=O)(=O)c2ccccc2C)c1=O	17%	-2%	u	2	13%	40%[activator]	61%[59 µM]	52%[activator]	126%
O=C(CC(Cc1ccccc1)C(=O)O)Nc1ccc(F)cc1 (stereo unspecified)	10%	-4%	u	0	9%	2%	19%	-10%	38%
COc1ccc2oc(=O)c(-c3cn4c(n3)sc3cc(F)ccc34)cc2c1	7%	-1%	u	5	-2%	0%	-2%[59 µM]	-15%	28%
Oc1ccc(N=Nc2nccs2)c(O)c1	-4%	11%	x	-25	u	25µM*	45µM*	35µM*	u
O=c1c2ccccc2ncn1Cc1nc2ccccc2s1	-18%	-9%	-4%	6	-9%	5%	2%	-6%	35%
COCCNC(=O)/C(C#N)=C/c1ccc(C(=O)O)cc1	8%	3%	-3%	0	-9%	x	u	-14%	22%
CCOC(=O)c1c(C)c(C(=O)N2CCCCCC2)c(C)n1C	22%	5%	26%	2	1%	42%[activator]	54%[activator][59 µM]	-25%	10%

Pulled one by one from the entries so far (4):
SMILES	RGS4 inh	ERG-DNA inh	ALOX12 inh	PI4K2A block	GLS inhibitor	BAZ2B block	G9a block	JMJD2A Tudor	HP1b binding inh
CCOC(=O)c1c(C)c(C(=O)N2CCCCCC2)c(C)n1C	22%	5%	26%	2	1%	42%[activator]	54%[activator][59 µM]	-25%	10%
COC(=O)CSc1ccc2c(N)c(C(=O)OC)sc2c1	-13%	4%	-9%	0	11%	4%	22%[59 µM]	-9%	41%
COc1ccc(S(=O)(=O)NCc2ccccn2)c(Cl)c1Cl	13%	13%	u	-6	4%	1%	29%[12.7 µM]	u	18%
O=c1c2ccccc2ncn1Cc1nc2ccccc2s1	-18%	-9%	-4%	6	-9%	5%	2%	-6%	35%

(continued)
SMILES	RGS4 inh	ERG-DNA inh	ALOX12 inh	PI4K2A block	GLS inhibitor	BAZ2B block	G9a block	JMJD2A Tudor	HP1b binding inh
Cc1ccsc1C(=O)NNC(=O)COc1ccc(Br)cc1	0%	-14%	5%	-2	7%	x	x	u	18%
CC(=O)c1cccc(NC(=O)c2cc(-c3ccncc3)nc3ccccc23)c1	14%	-1%	-11%	1	-1%	1%	u	-20%	7%
Cc1ccc(NC(=O)COc2cccc(/C=C3\SC(=S)N(CCC(=O)O)C3=O)c2)cc1Cl	7%[11.4 µM]	18%	13%	-4	9%	45µM*	2%[59 µM]	-32%[11.4 µM]	-5%
COc1ccc(NS(=O)(=O)c2ccc(-n3cnnn3)cc2)cc1OC	-11%	16%	-7%	-8	35%[activator]	-3%	u	-4%	20%[57 µM]
C=CCOc1ccc(/C=C2\SC(=Nc3cccnc3)NC2=O)cc1	-20%	10%[15.4 µM]	0%	1	2%	-28%	x	-17%	28%
Cn1cc([N+](=O)[O-])c(C(=O)Nc2ccc(Br)cn2)n1	14%	-8%	27%	1	1%	-3%	-5%	-15%	25%
CCCCc1ccccc1NC(=S)NC1CCCC1	9%	-7%	235%[activator]	-5	-5%	u	x	-18%	17%
O=C(Nc1cccc2ccccc12)N1CCCN(c2c(Cl)cncc2Cl)CC1	-24%	11%	i	-4	0%	-14%	-10%	-18%	40%
Cc1nn(C)c(C)c1S(=O)(=O)N(CC(=O)N1CCc2ccccc21)c1ccc(C(C)C)cc1	7%	5%	0%[57.4 µM]	-7	-1%	6%	15%	-13%	23%
O=C(Nc1cccc(Cl)c1)Nc1sccc1-c1nc2ccccc2s1	-14%	3%	-22%	-4	-7%	4%	26%[59 µM]	-13%	55%[activator]
O=S(=O)(c1ccccc1)N1CCC(O)(CSc2ccccc2)CC1	32%	2%	3%	-1	6%	9%	41%	0%	4%
O=C(CSc1nnc(CNC(=O)c2ccccc2F)o1)c1ccccc1	-19%	-1%	7%	-2	-8%	7%	71µM*	u	1%
O=C(Cn1cnc2ccccc21)N/N=C/C(Br)=C/c1ccccc1	-23%	-3%	-15%	-5	-14%	12%	4%[59 µM]	-23%	36%
Cc1cc2ncn(C(=O)c3ccc4c(c3)OCO4)c2cc1C	-11%	-2%	-24%	3	-5%	4%	10%	-9%	5%
COc1cccc(-c2nc3c(C#N)c[nH]n3c2NC2CCC(C)CC2)c1 (stereo unspecified)	10%	2%	4%	0	u	-15%	-11%[59 µM]	-15%	17%
COC(=O)c1cc(C(=O)OCC(=O)NCc2ccc3c(c2)OCO3)cc([N+](=O)[O-])c1	-22%	-2%	-29%	-3	9%	8%	-8%[59 µM]	-12%	25%
CC1CC(C)CN(c2nc3c(c(=O)n(C)c(=O)n3C)n2CCSc2nc3ccccc3o2)C1 (stereo unspecified)	11%	-4%	9%	-2	1%	x	x	-11%	30%
CCCC(=O)N1CCC(O)(c2cccc(F)c2)CC1	24%	-3%	i	-21	5%	-28%	1%[59 µM]	-9%	-1%
COc1nccc(C(F)(F)F)c1C(=O)NC(=O)Nc1ccccc1	4%	-3%	19%	-2	1%	3%	8%	-14%	47%[activator]
CN(C)S(=O)(=O)N1CCc2ccccc2C1	9%	-14%	-1%	-3	-7%	1%	40%	2%	37%
O=C(CN1C(=O)NC2(CCCCCC2)C1=O)Nc1ccc2c(c1)CCC2	5%	11%	-3%	0	-4%	-2%	-5%	-10%	40%[activator]
COc1ccc(N2CCN(CCCNC(=O)c3cnn(-c4ccc(C)cc4)c3-n3cccc3)CC2)cc1	25%	8%	u	-3	-6%	u	u	u	2%
CC(C)N(C(=O)Cn1cc(SCC(N)=O)c2ccccc21)C(C)C	-4%	2%	-12%	3	0%	-15%	-9%	u	9%
Cc1nn(C)c(C)c1NC(=O)CN1CCC(O)(c2ccc3c(c2)OCO3)CC1	8%	x	4%	2	5%	15%	12%[2.33 µM]	-6%	18%
CCOC(=O)CSc1nc2cc(C(=O)NCC3CCCO3)ccc2c(=O)n1Cc1ccco1 (stereo unspecified)	2%	-8%	0%	-1	1%	-3%	-3%	-2%	24%
Cc1ccc(N(C)S(=O)(=O)c2cccc(C(=O)NNC(=O)c3ccncc3)c2)cc1	-11%	-5%	1%	-1	17%	10%	7%[59 µM]	-1%	26%
O=S(=O)(Nc1ccc(F)cc1)c1ccc(NS(=O)(=O)c2cccs2)cc1	-22%	-7%	-7%	5	-12%	3%	27%[59 µM]	4%	19%
O=C(O)c1cc(-c2cccc([N+](=O)[O-])c2)n[nH]1	18%	-5%	-12%	-1	-4%	4%	u	u	38%
COc1ccc(C(=O)Nc2ccc3nc(C)c(C)nc3c2)cc1	5%	-13%	0%	1	-8%	-18%	0%	-8%	35%
Cc1nc(/C(N)=N/OC(=O)Cc2ccccc2)no1	8%	8%	4%	0	0%	0%	8%	1%	18%
Cc1ccc([N+](=O)[O-])cc1NC(=O)/C=C/C(=O)O	-7%	-17%	0%	7	0%	79µM*	-9%[12.7 µM]	-16%	27%
O=C(Nc1ccccc1Cl)Nc1ccnn1C1CCN(C(=O)c2cscn2)CC1	12%	-1%	u	3	0%	-1%	x	-5%	39%
CCCCCCCCN1[C@@H](CC(=O)OCC)c2ccc(C(F)(F)F)cc2S1(=O)=O	-26%	1%	9%	0	5%	x	x	30%	56%[activator]
O=C(NC1CCCCCC1)c1ccc(CS(=O)c2ccc(Br)cc2)o1 (stereo unspecified)	-10%	-23%	-1%	4	-11%	x	-33%[59 µM]	-7%	15%
C=C(C)CSc1nnc(-c2cccc(Cl)c2)n1N	-17%	-4%	3%	-5	3%	-5%	u	-13%	21%
Cc1ccc(C)c(N2CCN(C(=O)C3CCCN(S(=O)(=O)c4c(C)[nH]c(=O)[nH]c4=O)C3)CC2)c1 (stereo unspecified)	15%	8%	x	12	11%	2%	4%	-7%	21%
Cc1noc(NC(=O)c2ccc(Cl)cc2)c1Cl	-14%	19%	-6%	3	-5%	-10%	-9%	-2%	28%
COc1ccc2[nH]cc(CCNC(=S)NCCc3ccccc3)c2c1	-23%	6%	u	-1	26%	28µM*	45µM*	u	-2%
Cc1cc(C)nc(NC(=O)/C=C/c2ccc(Cl)cc2)n1	-7%	-10%	66%[activator]	-3	-2%	-2%	-3%	-1%	28%
Cc1ccccc1NC(=O)Cc1nc(COC(=O)COc2ccccc2C(C)C)cs1	1%	0%	1%	5	-1%	0%	13%[12.7 µM]	-7%	53%[activator]
CCCc1nnc(NC(=O)CN2CCN(C)CC2)s1	-7%	-7%	u	-2	15%	79µM*	u	-20%	35%[activator]
CCc1c(O)nc(SCc2ccccc2)n(C(C)CC)c1=O (stereo unspecified)	-21%	-2%	4%	-3	13%	9%	7%[12.7 µM]	-3%	24%
CCOC(=O)c1ccc(-n2c(CN3CCC(C(N)=O)CC3)nc3ccc([N+](=O)[O-])cc3c2=O)cc1	-45%	-7%	-27%	-2	3%	x	u	-28%	15%

The list is partial (hit frequency here may not be typical).
